# EPAC2 antagonist = EPAC2 (human) antagonism; Potency, µM (top dose mostly 114 µM), for inactives: at the top dose activity, negative = inhibition, usual class: inhibitors; EPAC2 GEF exchange of Rap1B-BODIPY-GDP, fluorescence; 360,000 compounds, 0.18% hits; Q8WZA2; further: on the % scale 0 is the no-effect control and ±100 the full control effect; nearly all actives have a fitted effect of over 45% in size; many of its hits are not listed in these tables
# TDP43 rescue = TDP-43 toxicity inhibition in yeast; AID 652104; 410,000 compounds, 1.8% hits; TDP-43 expressing yeast growth rescue, BacTiter-Glo, 24 h; Potency, µM (series often up to 46.1 µM), for the others: at the highest dose growth rescue (activation), hits mostly activators; further: % of control where 0% means no effect; nearly all actives have a fitted effect of over 50% in size
#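 In this qHTS, compounds that restore growth of yeast expressing TDP-43 appear as activators. Cells (OD600=0.02, galactose medium, raffinose-pregrown) are incubated with compound 24 hr at 30 deg C and growth is quantified by BacTiter-Glo.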
# PTHR1 agonist = activates the human parathyroid hormone receptor PTHR1; AID 743266; Potency, µM (titrated, usually from 115 µM), for inactives: top-dose activation, actives largely listed as activators; HEK293 GP2 PTHR1 cells, GloSensor cAMP luminescence, 1 h; 410,000 compounds, 0.075% hits; further: nearly all actives have a fitted effect of over 55% in size; some results filed as inactive show a strong effect at the top dose; inactives centre near -15; many of its hits are not listed in these tables
#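 HEK-293-derived GP2 cells expressing PTHR1 and a GloSensor cAMP reporter, 3,000/well, plated overnight, given luciferin plus IBMX (each 0.5 mM as added) for 1 h at 37 °C, then compound for 1 h at 37 °C. Luminescence was read after 15 min at room temperature.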
# EPAC2 ag = EPAC2 (human) agonism; Q8WZA2; Potency, µM (titrated, usually from 154 µM), inactives show top-dose activation, actives largely listed as activators; AID 720711; 360,000 compounds, 0.079% hits; EPAC2 activation, biochemical qHTS; response scale: 100% = 6.5 mM cAMP response; further: nearly all actives have a fitted effect of over 50% in size
#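 Fluorescence exchange assay: 100 nM EPAC2 with 250 nM RAP1B-BODIPY-GDP and 50 uM GDP; compounds tested as a concentration-titration series (qHTS). Loss of Rap1-bound BODIPY-GDP fluorescence read at 480/540 nm; data normalized to 6.5 mM cAMP.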
# FUS suppressor = rescues growth of FUS-expressing yeast; S. cerevisiae FUS-expressing, growth rescue, OD600, 24 h; Potency, µM (series often up to 76.6 µM), for the others: at the highest dose growth rescue (activation), most hits filed as activators; 390,000 compounds, 0.24% hits;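 further: plate controls were DMSO vehicle for no effect and reference control for full effect; nearly all actives have a fitted effect of over 55% in size; some results filed as inactive show a strong effect at the top dose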
#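 Cultures pregrown in 2.5% raffinose medium are shifted to minimal medium containing 2% galactose to express toxic FUS. Compounds are tested at several concentrations. After 24hr at 30C, growth is quantified at 600 nm absorbance.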
# aSyn yeast inh = alpha-synuclein toxicity inhibition in yeast; Potency, µM (highest dose often 46.1 µM), for inactives: at the top dose growth rescue (activation), hits mostly activators; 370,000 compounds, 0.14% hits; Yeast expressing alpha-synuclein, growth rescue, BacTiter-Glo, 24 h; further: % of control where 0% means no effect; nearly all actives have a fitted effect of over 65% in size
#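 Screening used galactose-induced yeast with toxic alpha-synuclein levels, exposed to compound for 24 hr at 30 deg C. Cell growth, read with BacTiter-Glo luminescence, gave the measured signal.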
# EPAC1 ag = activates human EPAC1 exchange factor; O95398; EPAC1 agonist qHTS, biochemical assay; response scale: 100% = response to 6.5 mM cAMP; Potency, µM (doses to about 154 µM), inactives show at the highest dose activation, hits mostly activators; 360,000 compounds, 0.073% hits; AID 720707; further: nearly all actives have a fitted effect of over 60% in size
# Target sequence (O95398 whole entry, looked up): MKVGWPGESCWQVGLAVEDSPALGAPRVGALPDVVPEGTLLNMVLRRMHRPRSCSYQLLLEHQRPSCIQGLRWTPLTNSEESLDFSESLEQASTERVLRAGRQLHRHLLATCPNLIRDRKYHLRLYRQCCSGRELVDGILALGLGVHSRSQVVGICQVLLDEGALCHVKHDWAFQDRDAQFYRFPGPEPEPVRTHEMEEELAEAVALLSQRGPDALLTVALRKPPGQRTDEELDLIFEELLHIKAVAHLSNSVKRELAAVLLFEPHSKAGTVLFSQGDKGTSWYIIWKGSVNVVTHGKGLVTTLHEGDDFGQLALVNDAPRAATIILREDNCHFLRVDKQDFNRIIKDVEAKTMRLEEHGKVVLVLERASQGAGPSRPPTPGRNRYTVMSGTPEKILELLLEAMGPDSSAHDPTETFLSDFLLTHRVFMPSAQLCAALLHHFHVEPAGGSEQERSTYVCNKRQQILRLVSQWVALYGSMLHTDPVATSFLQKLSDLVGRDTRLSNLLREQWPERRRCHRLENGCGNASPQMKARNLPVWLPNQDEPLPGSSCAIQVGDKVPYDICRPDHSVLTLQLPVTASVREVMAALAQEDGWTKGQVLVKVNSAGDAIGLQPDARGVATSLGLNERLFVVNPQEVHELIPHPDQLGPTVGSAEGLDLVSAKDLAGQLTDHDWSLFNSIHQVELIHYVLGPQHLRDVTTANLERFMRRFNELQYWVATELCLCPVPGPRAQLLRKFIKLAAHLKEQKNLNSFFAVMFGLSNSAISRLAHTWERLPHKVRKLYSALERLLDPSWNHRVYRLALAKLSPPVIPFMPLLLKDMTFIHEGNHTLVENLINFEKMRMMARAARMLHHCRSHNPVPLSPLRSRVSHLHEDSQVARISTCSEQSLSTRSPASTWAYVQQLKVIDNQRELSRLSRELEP
#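 EPAC1 100 nM, Rap1B–BODIPY-GDP 250 nM, unlabeled GDP 50 uM; compound titration; 5 min RT; kinetic read ex480/em540 at 5-min intervals ×30 min; data normalized to 6.5 mM cAMP agonist control.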
# EPAC1 antag = antagonists of human EPAC1; 360,000 compounds, 0.14% hits; EPAC1 GEF assay, Rap1b-BODIPY-GDP exchange fluorescence; AID 720709; Potency, µM (highest dose often 115 µM), inactives show top-dose activity change, negative = inhibition, most hits filed as inhibitors; O95398;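 further: plate controls were vehicle for no effect and positive control for full effect; nearly all actives have a fitted effect of over 50% in size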
# Active calls of the source: *; i = inactive; ? = inconclusive; nt = not tested or not shown; & = joins results of further samples; [ ] = another dose, or the depositor's remark. The call rests on the fitted dose curve; in most records, active means well fitted curve in the direction sought with a large enough effect; inconclusive means small, poorly fitted or top-dose-only effect, or another doubt; inactive means no such curve, though single readings can be large; an effect the other way counts as inactive or inconclusive. Potency means the concentration at half of the fitted maximal effect. These rows are one share of the data. The share of hits here may be higher or lower than overall.
structure	EPAC1 antag	PTHR1 agonist	aSyn yeast inh	TDP43 rescue	EPAC2 ag	FUS suppressor	EPAC1 ag	EPAC2 antagonist
CCc1ccccc1C1C(=O)c2ccccc2C1=O	20%	i	-17%	?	10%	13%	10%	-11%
CN(C)CCCNc1nc(N)c([N+](=O)[O-])c(NCCO)n1	-3%	i	1%	-19%	-6%	21%	2%	13%
COc1ccc(C(=O)C[n+]2cn(C(F)F)c3ccccc32)c(F)c1	-19%	i	-11%	-23%	12%	8%	8%	-22%
CCCn1cnnc1CNC(=O)[C@H]1O[C@@H](n2cnc3c(N)ncnc32)[C@H](O)[C@@H]1O	-8%	i	-7%	5%	8%	11%	4%	0%
NS(=O)(=O)c1ccc(NC(=S)N2CCN(c3ccc(Cl)c(Cl)c3)CC2)cc1	8%	-83%[inhibitor]	-7%	-27%	9%	nt	-8%	-2%
CC1CCCCC12NC(=O)N(CC(=O)N1CCN(C(=O)c3cccs3)CC1)C2=O (stereo not drawn)	-4%	i	1%	0%	10%	-18%	-8%	7%
COc1ccc(CN2CCC(C(=O)N3CCCC(C)C3)CC2)cc1OC (stereo not drawn)	7%	i	0%	-7%	6%	8%	-1%	7%
CCOc1ccc(NC(=O)CCN2CCN(c3ccccc3F)CC2)cc1	-7%	-2%	6%	-8%	5%	3%	0%	0%
CS(=O)(=O)N(Cc1ccc(Cl)cc1)c1ccc(C(=O)N2CCN(c3ccccc3)CC2)cc1	1%	-1%	12%	17%	6%	41%	9%	3%
OC1(c2ccc3c(c2)OCO3)CCN(Cc2ccccn2)CC1	1%	?	-46%[inhibitor]	-18%	14%	17%	4%	8%
CC1CCN(C(=O)CN2c3cccc4cccc(c34)S2(=O)=O)CC1	-1%	-44%[inhibitor]	9%	-23%	6%	-4%	5%	0%
COc1ccc(C(=O)NC(=S)Nc2ccc3oc(=O)ccc3c2)cc1[N+](=O)[O-]	-5%	i	-4%	9%	6%	23%	17%	1%
Cc1cccc(OCC2CCCN(Cc3nc(C4CC4)no3)C2)c1 (stereo not drawn)	-1%	i	8%	5%	4%	-15%	3%	10%
COc1ccc(C(=O)NCCCOC(=O)c2ccc(OC)cc2)cc1	?	-2%	3%	20%	5%	0%	-6%	-11%
Cc1cccc(C)c1NC(=O)N1CCN(C2CCCCC2)CC1	16%	-5%[57.5 µM]	5%	13%	-6%	-16%	-5%	5%
CCc1ccc(N2CC34C=CC(O3)C(C(=O)OC(C)C)C4C2=O)cc1 (stereo not drawn)	-19%	-14%	-1%	10%	8%	-15%	-1%	-8%
C=CCNS(=O)(=O)CC12CCC(CC1=O)C2(C)C (stereo not drawn)	7%	-24%	1%	3%	2%	-11%	2%	7%
COc1cccc(C=CC(=O)C=CC=Cc2ccccc2)c1	-11%	i	-12%	-3%	16%	-5%	17%	-7%
Cc1cc(C)c2nc(/N=C(\N)NC(=O)c3ccccc3)nc(C)c2c1	5%	-19%	1%	30%	7%	-18%	7%	-2%
Cc1cccc(OCCC(=O)Nc2ccc(F)c(Cl)c2)c1	?	-32%[inhibitor]	1%	-4%	20%	0%	14%	-14%
CC(C)=C[C@H]1C[C@H](C)[C@H]2CC[C@H](C)c3c(O[C@@H]4OC[C@@H](O)[C@H](O)C4O)c(O)c(C)c1c32 (stereo partly drawn)	-23%	-17%	-54%[inhibitor]	-91%[inhibitor]	-10%	?	-32%[inhibitor]	-26%
C=CCOc1ccc(C(=O)NC2CCCCC2)cc1	10%	-14%	-10%	26%	-2%	-1%	-6%	3%
N#Cc1c(-c2ccc3c(c2)OCO3)csc1N	0%	-33%[inhibitor]	1%	16µM*	12%	16%	11%	0%
CNC(=O)COc1ccc(-c2nn(C)c(=O)c3ccccc23)cc1	5%	i	nt	-7%	4%	6%	9%	-2%

# Retrieved one by one from the list above, five records:
structure	EPAC1 antag	PTHR1 agonist	aSyn yeast inh	TDP43 rescue	EPAC2 ag	FUS suppressor	EPAC1 ag	EPAC2 antagonist
CCc1ccc(N2CC34C=CC(O3)C(C(=O)OC(C)C)C4C2=O)cc1 (stereo not drawn)	-19%	-14%	-1%	10%	8%	-15%	-1%	-8%
COc1cccc(C=CC(=O)C=CC=Cc2ccccc2)c1	-11%	i	-12%	-3%	16%	-5%	17%	-7%
CC(C)=C[C@H]1C[C@H](C)[C@H]2CC[C@H](C)c3c(O[C@@H]4OC[C@@H](O)[C@H](O)C4O)c(O)c(C)c1c32 (stereo partly drawn)	-23%	-17%	-54%[inhibitor]	-91%[inhibitor]	-10%	?	-32%[inhibitor]	-26%
N#Cc1c(-c2ccc3c(c2)OCO3)csc1N	0%	-33%[inhibitor]	1%	16µM*	12%	16%	11%	0%
Cc1cc(C)c2nc(/N=C(\N)NC(=O)c3ccccc3)nc(C)c2c1	5%	-19%	1%	30%	7%	-18%	7%	-2%

# Later entries
structure	EPAC1 antag	PTHR1 agonist	aSyn yeast inh	TDP43 rescue	EPAC2 ag	FUS suppressor	EPAC1 ag	EPAC2 antagonist
Cc1ccc(OCc2cn3cccnc3n2)cc1	8%	i	-2%	26%	-1%	nt	-2%	3%
CNC1(c2nnnn2-c2ccccc2C)CCOC(C)(C)C1 (stereo not drawn)	10%	i	4%	23%	2%	-10%	14%	3%
COc1cc(C(=O)NCc2nnc(SCC(=O)NC3CCCCC3)o2)cc(OC)c1OC	6%	i	1%	7%	-5%	-1%	10%	-13%
Cn1c(Cc2cccs2)nnc1SCC(=O)Nc1ccccc1F	-10%	i	2%	-9%	0%	-7%	9%	6%
Cc1cccc(-c2nc(NCCCN3CCOCC3)c3ccccc3n2)c1	0%	i	-3%	7%	10%	-23%	1%	-1%
CCC(C)c1ccc(NC(=S)NC(C)C2CCCO2)cc1 (stereo not drawn)	-12%	i	2%	14%	5%	25%	-8%	-9%
CC(=O)c1cccc(NC(=O)c2ccc3c(c2)OCO3)c1	4%	-6%	3%	13µM*	0%	-12%	0%	5%
C/C(=N\OC(=O)c1cccc(Cl)c1)c1sc(C)nc1C	20%	i	-2%	?	-12%	19%	-4%	4%
CCOc1ccc2c(C)cc(=O)oc2c1OCC	8%	-9%[57.5 µM]	0%	-4%	7%	15%	-3%	-3%
COc1ccc(CCNC(=O)CN2CCC(C(N)=O)CC2)cc1	-29%	?	0%	-13%	6%	-17%	-1%	-10%
O=C(CCCN1C(=O)C(c2ccccc2)Oc2cccnc21)NCc1ccccc1F (stereo not drawn)	-6%	0%	-5%	-1%	0%	7%	11%	-3%
COCCCNC(=O)c1ccc2c(c1)N=C(C)c1c(C)ccc(C)c1S2	nt	i	?	?	nt	21%	nt	nt
CC1(C)Cc2cccc(OCC(=O)OCC(=O)Nc3ccc(C(N)=O)cc3)c2O1	1%	i	1%	19%	-7%	14%	6%	3%
CCn1c(SCC(=O)Nc2nc3ccccc3s2)nnc1-c1ccc(OC)cc1	-2%	-8%	-3%	1%	13%	35%	11%	4%
C/C(=N/NC(=O)CNC(=O)COc1ccccc1)c1ccc(Cl)cc1	-2%	-3%	-5%	14%	11%	-18%	9%	3%
COc1ccc(C(=O)Nc2cccc(C(C)=O)c2)cc1S(=O)(=O)N1CCOCC1	-16%	-13%[57.5 µM]	2%	-2%	0%[15.6 µM]	-11%	3%	-12%
COc1ccccc1CNC(=O)CN1C(=O)COc2ccc(S(=O)(=O)N3CCCCC3)cc21	16%	-5%	2%	1%&16%	1%	-1%&4%	-4%	-4%
COc1ccc(-c2nc3ccncc3[nH]2)cc1OC	-11%	-14%	2%	-16%	-6%	12%	0%	-2%
O=S(=O)(/N=C(/Nc1cccnc1Cl)c1ccccc1)c1ccccc1	3%	i	-5%[1.84 µM]	12%	3%	1%	15%	-5%
CN(C)CCN1CC(O)=C(c2nc3ccccc3s2)C1=N	-12%	i	-1%	-16%	-4%	14%	12%	-7%
COc1cccc(-c2noc(C(C)n3nc(C)c([N+](=O)[O-])c3C)n2)c1 (stereo not drawn)	-19%	i	8%	5%	11%	14%	0%	-19%
O=C(Oc1ccc(-n2cnnn2)cc1)c1ccco1	0%	i	7%	3%	-3%	18%	2%	2%
CCCCCCN1C[C@H](n2cc(-c3ccc(F)cc3)nn2)[C@@H](O)C[C@@H]1c1ccc(OC)cc1	-2%	-19%	6%	19%	0%	?	-7%	-12%
COc1cccc(C(=O)NN2CC(O)=C(c3nc4ccccc4s3)C2=N)c1	-17%	-22%	-10%	7%	3%	-1%	3%	-10%
CN(C)S(=O)(=O)N1CCc2ccccc21	2%	-2%[57.5 µM]	-2%	2%	7%	4%	12%	7%
COc1ccccc1-c1noc(CCC(=O)NC2CCCC2)n1	-12%	-25%	8%	-1%	6%	21%	-14%	10%
O=C(c1ccco1)n1nc(-c2ccccc2)nc1NCc1ccc(Cl)cc1	nt	-5%	-3%	-7%	nt	-22%	nt	nt
Cc1cccc(NCc2n[nH]c(=S)n2-c2ccccc2)c1	-9%	i	-4%	9%	14%	-9%	4%	1%
CCOC(=O)c1c(C)[nH]c(C(=O)N/N=C/c2cc([N+](=O)[O-])ccc2O)c1C	-17%	-18%	-1%	0%	-9%	-1%	6%	2%
COc1ccc(-c2ocnc2C(=O)N2CCN(Cc3cccnc3)CC2)cc1	4%	i	3%	18%	12%	2%	-1%	1%
COCCNC(=O)CN(c1ccc(F)cc1)S(=O)(=O)c1ccc2c(c1)OCCO2	6%	i	5%	-12%	4%	16%	9%	4%
c1ccc(-c2noc(-c3ccncc3)n2)nc1	16%	-11%[57.5 µM]	-30%	-6%	9%	-12%	5%	6%
CCNC(=O)C1(C)CCCN(Cc2cccc(Oc3ccccc3)c2)C1 (stereo not drawn)	2%	-10%	-3%	6%	9%	-14%	8%	?
Cc1ccc(S(=O)(=O)N(C)C)cc1NC(=O)C(C)Sc1ccccc1 (stereo not drawn)	4%	-3%	-1%	8%	-3%	3%	-4%	0%
CC(C)NS(=O)(=O)c1ccc(NC(=O)Cc2cccs2)cc1	-11%	i	-8%	6%	4%	-8%	7%	0%
CC[C@]12c3[nH]c4ccc(Cl)cc4c3CCN1C(=O)[C@@H](CC(=O)NCCCN(C)C)C[C@@H]2C(=O)N1CCN(C(=O)C2CC2)CC1	8%	i	0%	22%	1%	-11%	-5%	9%
